Assay outcomes (PubChem)
GPR151 ag: human GPR151 activation; Q8TDV0; PathHunter beta-arrestin GPR151 cells, luminescence; activation, % at 11.2 µM; hit rate 1% among 650,000; in the data active = activation above about 4.9%;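 also: 0% = median of compound wells and 100% = cells with positive control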
TEAD-YAP block: TEAD-YAP interaction inhibition. HEK-TIYL cells, TEAD-Gal4/YAP UAS-luciferase luminescence. inhibition, % at 9.12 µM. hit rate 1.4% among 640,000; in the data active = inhibition above about 32%;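 also: 0% = median of test compound wells and 100% = reference inhibitor wells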
FBW7 activator: activators of human E3 ligase FBW7; Q969H0; AlphaScreen FBW7–phospho-cyclin E peptide binding, activator screen; normalized activity (activation), % at 26.1 µM; hit rate 0.13% among 650,000; in the data active = normalized activity above about 1.9%;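 also: purified mutant Fbw7 with reduced substrate affinity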
Target sequence (Q969H0 whole entry, looked up): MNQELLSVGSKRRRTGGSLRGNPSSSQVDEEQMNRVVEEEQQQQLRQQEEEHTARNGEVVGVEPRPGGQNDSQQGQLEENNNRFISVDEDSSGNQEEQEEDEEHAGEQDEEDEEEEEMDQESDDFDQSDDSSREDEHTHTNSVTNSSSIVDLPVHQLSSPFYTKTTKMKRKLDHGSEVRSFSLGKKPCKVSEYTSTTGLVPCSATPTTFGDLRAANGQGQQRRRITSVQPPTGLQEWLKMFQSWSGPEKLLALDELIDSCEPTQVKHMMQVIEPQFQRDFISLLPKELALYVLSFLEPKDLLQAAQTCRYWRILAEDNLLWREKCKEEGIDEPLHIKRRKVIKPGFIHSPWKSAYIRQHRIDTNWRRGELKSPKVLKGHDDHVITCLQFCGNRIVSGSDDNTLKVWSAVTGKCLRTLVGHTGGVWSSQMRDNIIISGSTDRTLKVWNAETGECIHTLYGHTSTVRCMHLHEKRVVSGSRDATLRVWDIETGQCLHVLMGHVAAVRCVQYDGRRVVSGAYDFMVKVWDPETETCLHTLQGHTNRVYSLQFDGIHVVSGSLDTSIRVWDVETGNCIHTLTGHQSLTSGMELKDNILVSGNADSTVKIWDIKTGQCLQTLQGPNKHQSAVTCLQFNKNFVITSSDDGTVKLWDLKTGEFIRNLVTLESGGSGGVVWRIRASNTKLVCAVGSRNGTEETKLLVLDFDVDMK
MITF inh: inhibitors of human MITF | AlphaScreen MITF homodimerization, bead proximity signal | inhibition, % at 2.6 µM | hit rate 0.91% among 650,000; in the data active = inhibition above about 50%;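 also: 0% = vehicle wells with protein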
Active calls of the source: *; . = not tested or not shown.

SMILES	GPR151 ag	TEAD-YAP block	FBW7 activator	MITF inh
COc1ccccc1-n1ccnc1SCC(=O)Nc1ccc(C(C)=O)cc1	1.5	-18.6	0.3	-17.7
NC(=O)c1ccccc1NC(=O)c1cc(-c2ccccc2)nc2ccccc12	-0.6	17.3	0.1	6.0
Cc1ccc(CN2CCN(CC(=O)NCc3ccc(Cl)cc3)C2=O)cc1	0.4	3.6	0.3	-0.1
CC(C)c1ccc(CN2CCC3(CCC(CNC(=O)C4CCCO4)O3)CC2)cc1 (stereo not given)	1.2	1.9	-0.1	-5.9
CC(C1CC1)N(C(=O)c1ccccc1O)c1ccccc1 (stereo not given)	-0.2	5.3	-0.2	9.4
CCOc1ccc(CC(=O)NCCc2c(C)[nH]c3ccc(OC(F)(F)F)cc23)cc1OCC	0.0	4.8	0.0	6.2
CCOc1ccc(NC(=O)CN(C2CCCCC2)S(=O)(=O)c2ccccc2)cc1	6.0*	2.2	-0.2	-14.5
CC(=O)Oc1ccccc1C(=O)OCC(=O)c1ccc([N+](=O)[O-])cc1	0.1	-13.7	-0.4	11.9
COCCCNC(=O)c1ccc(-n2c(C)cc3c2CCCC3)cc1	-1.5	-4.1	0.0	-2.2
Cc1c(C(=O)N2CCCCCC2)sc2ncnc(N3CCCCC3C)c12 (stereo not given)	-0.3	-5.9	0.1	10.3
COCCn1c(-c2ccc(Cl)s2)csc1=Nc1ccccc1	0.2	3.6	-0.6	28.2
Cc1c(Cl)c([N+](=O)[O-])nn1CC(=O)Nc1cc(C(F)(F)F)ccc1Cl	3.8	6.2	0.2	-10.0

The last 6 compounds of the section before lead into the next:
SMILES	GPR151 ag	TEAD-YAP block	FBW7 activator	MITF inh
CCOc1ccc(NC(=O)CN(C2CCCCC2)S(=O)(=O)c2ccccc2)cc1	6.0*	2.2	-0.2	-14.5
CC(=O)Oc1ccccc1C(=O)OCC(=O)c1ccc([N+](=O)[O-])cc1	0.1	-13.7	-0.4	11.9
COCCCNC(=O)c1ccc(-n2c(C)cc3c2CCCC3)cc1	-1.5	-4.1	0.0	-2.2
Cc1c(C(=O)N2CCCCCC2)sc2ncnc(N3CCCCC3C)c12 (stereo not given)	-0.3	-5.9	0.1	10.3
COCCn1c(-c2ccc(Cl)s2)csc1=Nc1ccccc1	0.2	3.6	-0.6	28.2
Cc1c(Cl)c([N+](=O)[O-])nn1CC(=O)Nc1cc(C(F)(F)F)ccc1Cl	3.8	6.2	0.2	-10.0
CC1CCCC(NC(=O)COC(=O)CCC2CCCC2)C1C (stereo not given)	0.8	8.4	-0.3	6.6
O=[N+]([O-])c1ccc(OCCSc2ncccn2)cc1	-1.5	-78.1	-0.2	-0.4
Cc1cc(Nc2ccc(N3CCOCC3)cc2)nc(Nc2ccncc2)n1	-1.4	-2.3	-0.1	13.8
COc1ccc(CN2CCc3c(nc(N4CCCC(C)C4)[nH]c3=O)C2)cc1O (stereo not given)	-0.3	-6.8	0.0	-1.4
CCc1ccc(CN2CCc3c(nc(N4CC(C)OC(C)C4)[nH]c3=O)C2)cc1 (stereo not given)	-0.2	12.0	1.2	-1.3
c1ccc(-n2cnc3c(Nc4ccc(N5CCOCC5)cc4)nc(Nc4ccncn4)nc32)cc1	0.5	0.0	-0.1	12.2
O=C(CN1CCN(c2cccc(Cl)c2)C1=O)Nc1ccncc1	-1.2	9.1	-0.1	-1.4
O=C(CCN1C(=O)C2C3C=CC(C3)C2C1=O)Nc1ccc(Br)cc1 (stereo not given)	-0.5	-9.8	0.0	-6.1
CCOC(=O)c1c(/N=c2\oc3c(OC)cccc3cc2C(N)=O)sc2c1CCCC2	-0.2	5.9	0.3	4.5
C/C(Cn1cnc([N+](=O)[O-])n1)=N\NC(=O)c1cccc(C)c1	1.2	-24.4	0.2	-6.1
COC(=O)C1=C(C)N(c2ccc(Cl)cc2)C(=O)/C1=C\c1ccc(N(C)C)cc1	-0.6	-2.4	0.0	5.4
COc1ccc(Cl)cc1-c1nnc(-c2ccc3c(c2)OCO3)o1	-0.7	-13.0	0.7	22.8

SMILES	GPR151 ag	TEAD-YAP block	FBW7 activator	MITF inh
Cc1cc(I)ccc1NC(=O)CC(C)(C)C	-0.6	4.7	0.0	-10.6
CC1CC(=O)N(Cc2ccc(F)cc2)c2ccccc2S1 (stereo not given)	-1.0	4.9	-0.1	12.8
CCOC(=O)c1c(NC(=O)C(C(F)(F)F)C(F)(F)F)sc(-c2ccccc2)c1C	-1.0	8.1	0.1	8.0
O=C(CSc1nnc(-c2ccc3c(c2)OCO3)o1)Nc1ccc2[nH]c(=O)[nH]c2c1	1.1	0.4	4.6*	-30.2
Cc1ccc(-n2ncc3c(N4CCCCC4)ncnc32)c(C)c1	1.5	-33.2	0.1	5.3
O=c1c2cc(Br)ccc2[nH]c(=S)n1Cc1ccco1	-1.5	-6.6	-0.1	2.5
O=C(c1ccc2c(=O)n(Cc3ccc4c(c3)OCO4)c(=S)[nH]c2c1)N1CCc2ccccc2C1	0.0	-8.4	-0.1	-15.9
CC1CCN(C(=S)NC(=O)c2cccc([N+](=O)[O-])c2)CC1	-0.5	9.8	0.0	9.7
CC1C(=O)N2CCCc3cc(S(=O)(=O)Nc4cc(Cl)cc(Cl)c4)cc1c32 (stereo not given)	-1.1	-4.8	0.0	18.4
COc1ccc(C2C(C(=O)Nc3cc([N+](=O)[O-])ccc3OC)c3ccccc3C(=O)N2c2ccc(OC)cc2)cc1 (stereo not given)	-2.0	-9.8	-0.2	6.3
CCCCc1nnc(NC(=O)C(Cc2ccccc2)N2C(=O)c3ccccc3C2=O)s1 (stereo not given)	-0.5	6.7	-0.4	-6.6
C[C@@H]1NC(=O)[C@H]2CN(C(=O)c3ccccc3Cl)CCN2C1=O	0.4	11.9	0.1	-1.8

SMILES	GPR151 ag	TEAD-YAP block	FBW7 activator	MITF inh
Cc1ncn(-c2ccc(Nc3nccc(-c4cc(OC(F)(F)F)cc(N5CCOCC5)c4)n3)cc2)n1	0.0	-20.6	0.0	-5.1
CCOC(=O)CNC(=O)CSc1ccc2nnc(-c3ccc(Cl)cc3)n2n1	0.2	0.5	0.3	12.1
O=C1CCN(Cc2cccn2-c2ccc(Cl)cn2)CCN1CCOc1ccccc1	-0.5	4.4	-0.2	19.4
O=C(COc1ccc2ccccc2c1)N/N=C/C=C/c1ccco1	-0.1	8.9	-0.6	3.3
CC(C)(C)NC(=S)NCc1ccco1	-0.3	-2.4	0.0	1.3
CC(Oc1ccc(Cl)cc1Cl)C(=O)NC1CC(C)(C)NC(C)(C)C1 (stereo not given)	-1.2	-10.4	0.0	4.0
COc1ccc(OC)c2c1CC(C)(C)N=C2SC	-1.5	-6.8	-0.1	-3.5
NC(=O)c1ccccc1NC(=O)CCSc1ccccc1	0.3	-47.6	0.0	6.7
O=C(CN1CCC(c2ccc(F)cc2)CC1)N1CCCC1	-0.4	-4.1	0.3	13.8
O=C(Nc1ccc(Cl)cc1Cl)C1CC(=O)N(c2ccc(Br)cc2)C1 (stereo not given)	2.6	7.1	-0.1	-5.5
Cc1cccc(Cn2c(N3CCC(C(N)=O)CC3)nc3c2c(=O)[nH]c(=O)n3C)c1	2.3	-2.7	-0.1	-3.4
Cc1sc2nc3scc(CC(=O)NCCO)n3c(=O)c2c1C	-0.9	4.0	0.1	-8.3

SMILES	GPR151 ag	TEAD-YAP block	FBW7 activator	MITF inh
Cc1cc(-n2c(C)nc3ncccc3c2=O)ccc1NC(=O)c1c(F)cccc1F	3.1	5.7	0.1	9.0
COc1ccc(C(C)=O)cc1CC(=O)O	0.3	-5.5	-0.1	-1.0
COc1cccc([C@H]2Oc3ccc(OC)cc3/C(=N\O[C@H](C)CN3CCCc4nc(C)c(C)cc43)[C@@H]2O)c1	0.0	.	0.2	17.7
COc1ccc(-c2noc(CC(=O)Nc3cccc(OC)c3)n2)cc1	0.8	-3.4	0.2	10.4
NS(=O)(=O)c1ccc(CCNC(=O)CSc2nc3cc(C(=O)NCc4ccccc4)ccc3c3nc4ccccc4n23)cc1	1.2	6.9	0.0	-4.1
N=C(N)Sc1cn(CCNC(=O)c2cccs2)c2ccccc12	1.0	2.4	-0.2	9.5
Cc1cc(S(=O)(=O)n2c(C)nc3ccccc32)ccc1Cl	1.0	0.9	0.1	2.4
COC(=O)C1=C(C)NC2=C(C(=O)CC(c3ccccc3)C2)C1c1ccccc1F (stereo not given)	-1.3	3.6	0.2	0.8
CCOc1cc(C=C(C(=O)OC)C(=O)OC)ccc1OCc1ccc([N+](=O)[O-])cc1	5.2*	13.5	0.0	5.2
COc1ccc(C(=O)OCC2CCCO2)cc1 (stereo not given)	-0.7	-25.1	-0.1	1.8
CCc1ccc(OCC2c3cc(OC)c(OC)cc3CCN2C(=O)C2CC2)cc1 (stereo not given)	2.0	-15.5	-0.1	2.8
CC1(C)Cc2cccc(OCC(O)CNCc3ccccc3)c2O1 (stereo not given)	0.6	9.0	-0.1	-9.8

SMILES	GPR151 ag	TEAD-YAP block	FBW7 activator	MITF inh
O=C1C(=O)N(C(=O)Nc2c(F)cccc2F)c2ccccc21	-1.6	3.0	-0.1	4.8
COc1ccc(CCNCC(=O)Nc2ccc(N3CCCCCC3)cc2)cc1	-0.3	-6.4	-0.6	27.1
C1CN(Cc2nnnn2CCn2nnnc2CN2CCOCC2)CCO1	0.2	-4.1	1.4	7.0
O=C1NN(c2cccc(Cl)c2)C(=O)/C1=C/c1cccc(Br)c1	1.4	3.1	0.0	1.6
CCc1nnc(NC(=O)Cn2ncc3c2-c2cc(C)ccc2OC3)s1	-1.2	3.4	0.1	0.8
CCc1cc2c(=O)c(-c3ccc(OC(C)C)cc3)coc2cc1OC(C)=O	-9.0	-3.6	0.1	9.7
COc1ccccc1N1C(=O)CC(N2CCN(c3ccccc3)CC2)C1=O (stereo not given)	-0.3	-4.2	0.3	2.9
CN(C)CCNc1ccn2ncc(-c3ccc(CCC(=O)O)cc3)c2n1	0.6	-1.1	-0.1	-16.2
O=C1NC(=O)/C(=C\c2ccc(-c3ccccc3)o2)N1	-0.5	-14.4	0.9	1.7
C=CCN1C(=O)/C(=c2\sc3n(c2=O)C(c2ccc(F)cc2)C(C(=O)OCC)=C(C)N=3)c2ccccc21 (stereo not given)	0.1	1.6	0.0	3.2
Cc1cc(C)c2c(N)c(C(=O)c3ccccc3O)sc2n1	-0.3	-16.3	-0.2	12.5
CCCc1cc(N2CCC(C(N)=O)CC2)n2cnnc2n1	1.0	-2.0	0.0	-6.4

SMILES	GPR151 ag	TEAD-YAP block	FBW7 activator	MITF inh
COCCNC(=O)/C(C#N)=C/c1cn(Cc2ccccc2F)c2ccccc12	3.2	-6.6	0.4	14.5
COc1cc(/C=C2\SC(=S)N(Cc3cccnc3)C2=O)cc(Br)c1O	-2.2	-7.8	0.5	-0.1
O=C(CNc1ccccc1)N/N=C/c1ccco1	-0.1	10.2	0.2	5.5
O=C(Cc1ccccc1)N1CCN(c2ccc([N+](=O)[O-])cc2)CC1	-1.3	7.0	0.1	5.5
CN1CCN(CCCNC(=O)CCCn2c3ccccc3c3cn[nH]c(=O)c32)CC1	1.9	-2.7	-0.1	-44.2
Cc1ccccc1OCC(O)Cn1c(N(C)C)nc2c1c(=O)[nH]c(=O)n2C (stereo not given)	-1.3	3.4	-0.1	-9.3
CCOc1ncccc1C(=O)OCc1nnc(-c2ccccc2)o1	2.4	-4.6	0.0	-12.9
CCCCNC(=O)/C(=C/c1ccc(OC)cc1)NC(=O)/C=C/c1ccco1	-0.5	9.0	0.0	4.1
O=C(CSC1=NC(=O)C(c2ccccc2)C(=O)N1)c1ccccc1 (stereo not given)	3.3	-8.0	-0.1	15.0
CCOc1ccccc1NC(=O)Cn1cnc2sc3c(c2c1=O)CCCC3	0.5	-1.2	0.0	10.0
COc1ccccc1CC(=O)N1CCC(C(=O)c2cccnc2)CC1	0.2	6.4	0.8	3.2
COc1ccc(C2C(C(=O)N3CCC4(CC3)OCCO4)c3ccccc3C(=O)N2c2ccc(OC)cc2)cc1 (stereo not given)	-0.5	8.4	-0.1	-11.2

SMILES	GPR151 ag	TEAD-YAP block	FBW7 activator	MITF inh
CC(NC(=O)C(=O)NCCN1CCNCC1)c1ccccc1 (stereo not given)	0.2	5.9	0.1	9.7
Nc1c(C(=O)NC2CCCCC2)sc(=S)n1-c1ccccc1	-0.4	-22.5	0.4	-6.6
CC(C)N(CCNc1ccnc(Nc2cccc(N(C)C)c2)n1)C(C)C	-0.6	-15.7	0.1	24.6
CCOC(=O)c1nn(-c2ccccc2)c(=O)c2c(NC(=O)c3ccc(F)cc3)scc12	0.4	8.8	0.1	13.6
CCOC(=O)c1c[nH]c2c(C)cccc2c1=O	0.4	0.6	-0.1	-4.8
COc1cc(NC(=O)C(C)N2C(=O)c3ccccc3C2=O)c(OC)cc1Cl (stereo not given)	-1.8	-7.6	-0.1	-0.3
COCCNc1c([N+](=O)[O-])c(=O)n(-c2ccccc2)c2ccccc12	3.5	1.2	0.3	-7.5
COCCCNC(=O)C1c2ccccc2C(=O)N(C2CCCCC2)C1c1ccc(OC)cc1 (stereo not given)	1.5	4.3	0.4	2.1
O=C(CCN1C(=O)C2C3C=CC(CC3)C2C1=O)NCc1cccs1 (stereo not given)	0.4	1.7	0.1	-14.2

A draw from above in order of SMILES length, lowest first.
SMILES	GPR151 ag	TEAD-YAP block	FBW7 activator	MITF inh
CCOC(=O)c1c[nH]c2c(C)cccc2c1=O	0.4	0.6	-0.1	-4.8
CC(NC(=O)C(=O)NCCN1CCNCC1)c1ccccc1 (stereo not given)	0.2	5.9	0.1	9.7
CC(C)N(CCNc1ccnc(Nc2cccc(N(C)C)c2)n1)C(C)C	-0.6	-15.7	0.1	24.6
